Assay outcomes from PubChem.
GAA glycogen mod: inhibitors or activators of human alpha-glucosidase glycogen cleavage; actives 0.38% (n = 300,000); recombinant GAA, glycogen substrate, Amplex Red glucose oxidase fluorescence; Potency, µM (top dose mostly 76.4 µM), for inactives: at the highest dose activity change, negative = inhibition, most hits filed as inhibitors; P10253; AID 2100;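 further: potency means the concentration at half of the fitted maximal effect; 0% = full enzyme reaction and -100% = no-enzyme basal signal; the screen sought inhibitors and activators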
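Recombinant enzyme (4 nM final) with compounds titrated up to 77 uM and bovine liver glycogen (30 ug) in citrate pH 5.0, 0.01% Tween-20, 37 C 40 min. Released glucose detected by Amplex Red/glucose oxidase (Ex 573/Em 610); AC50 from Hill fits.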
CBFb RUNX1 block: blocks binding between human CBF-beta and RUNX1; AlphaScreen CBFb-His/RUNX1-biotin binding, biochemical; AID 1477; 230,000 tested, under 10 active; Potency, µM (doses to about 59.8 µM), inactives show at the highest dose activity, negative = inhibition, usual class: inhibitors; further: % of control where 0% means no effect
Target sequence (Q01196 whole entry, looked up): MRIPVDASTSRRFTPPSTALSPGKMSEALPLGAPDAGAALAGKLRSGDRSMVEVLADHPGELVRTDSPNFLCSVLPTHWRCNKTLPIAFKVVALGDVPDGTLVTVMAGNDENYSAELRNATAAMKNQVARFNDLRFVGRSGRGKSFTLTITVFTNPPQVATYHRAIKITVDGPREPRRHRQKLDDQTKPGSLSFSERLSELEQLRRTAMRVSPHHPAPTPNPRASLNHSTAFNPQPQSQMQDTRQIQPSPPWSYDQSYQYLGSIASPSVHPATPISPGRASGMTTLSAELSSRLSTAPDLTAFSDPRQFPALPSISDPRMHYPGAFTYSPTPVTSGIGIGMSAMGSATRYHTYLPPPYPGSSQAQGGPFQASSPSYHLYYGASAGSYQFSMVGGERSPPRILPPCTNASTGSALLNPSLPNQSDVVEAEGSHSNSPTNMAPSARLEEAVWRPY
Target sequence (Q13951 whole entry, looked up): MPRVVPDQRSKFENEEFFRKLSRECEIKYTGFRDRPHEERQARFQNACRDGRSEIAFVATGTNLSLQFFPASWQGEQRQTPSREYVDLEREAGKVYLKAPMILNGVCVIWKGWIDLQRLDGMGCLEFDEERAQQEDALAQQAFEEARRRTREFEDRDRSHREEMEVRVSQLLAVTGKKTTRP
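Room-temperature protein-protein interaction test with 30 nM each of His-tagged CBF-beta and biotinylated RUNX1, 15 min with compound, then 90 min with nickel plus streptavidin beads. Signal read in AlphaScreen mode.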
HTT ATP protect: Huntington cell model cytoprotection by ATP luminescence. actives 0.14% (n = 230,000). AID 1471. PC12 HTT-Q103 induced, cytoprotection, ATP luminescence, 40 h. Potency, µM (top dose mostly 56.4 µM), for inactives: cytoprotection (ATP increase), hits mostly activators;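 further: potency means the concentration at half of the fitted maximal effect; % of control where 0% means no effect; nearly all actives have a fitted effect of over 45% in size; toxic huntingtin expression switched on by the ecdysone agonist tebufenozide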
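Cells were plated at 1500 per well in phenol red-free DMEM with 5% equine and 5% calf serum. Tebufenozide (100 nM final) and compounds were added, then ATPlite reagent, and luminescence was read.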
HTT aggregate: mutant huntingtin aggregation inhibition; PC12 HttQ103-GFP aggregates, Acumen cytometry, 40 h; Potency, µM (doses to about 46.1 µM), for the others: at the highest dose activity change, negative = inhibition, most hits filed as inhibitors; actives 1.1% (n = 220,000); AID 1688; further: potency means the concentration at half of the fitted maximal effect; on the % scale 0 is the no-effect control and ±100 the full control effect; nearly all actives have a fitted effect of over 60% in size
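Huntingtin Q103 exon 1–GFP aggregates in induced PC12 cells (100 nM tebufenozide) were quantified by cytometry from lysates, with compounds dosed in titration.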
aGlu spleen mod: inhibitors or activators of human alpha-glucosidase in spleen homogenate. human spleen homogenate, 4-MU-alpha-glucoside fluorescence. actives 0.006% (n = 240,000). Potency, µM (titrated, usually from 79.9 µM), inactives show top-dose activity change, negative = inhibition, most hits filed as inhibitors;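 further: potency means the concentration at half of the fitted maximal effect; 0% = enzyme with vehicle and -100% = no enzyme basal signal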
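Enzyme source: human spleen homogenate, 1 ug/well. Buffer 50 mM citric acid/K phosphate pH 5.0, 0.01% Tween-20. 4-MU-alpha-glucoside 1 mM; 37 C x 40 min; NaOH/glycine stop; fluorescence.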
Lamin A splicing: LMNA splicing modulation; AID 1487; Potency, µM (doses to about 46.1 µM), without a hit: at the top dose ratio change, negative = inhibition, hits mostly inhibitors; HeLa LMNA splicing GFP/RFP minigene ratio, 48 h; actives 0.01% (n = 200,000); active means well fitted inhibition curve with a large enough effect in the signal ratio, with a control signal flat, not every such curve was filed as active; inconclusive means small, poorly fitted or top-dose-only effect, or effect the other way, or a change in a side signal; the % refers to the signal ratio; further: potency means the concentration at half of the fitted maximal effect; on the % scale 0 is the no-effect control and ±100 the full control effect
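S3 HeLa cells stably expressing lamin A-EGFP splicing minigene plus DsRed2, 600 cells/well, 48 h compound exposure at 37C. Laser-scanning cytometry; analysed as GFP (500-530 nm)/RFP (575-640 nm) total intensity ratio; 0.5% DMSO vehicle.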
GAA inhib: inhibitors of human lysosomal alpha-glucosidase. P10253. purified human GAA, 4-MU-alpha-glucoside fluorescence. Potency, µM (titrated, usually from 76.9 µM), inactives show at the top dose activity change, negative = inhibition, hits mostly inhibitors. actives 0.005% (n = 200,000). AID 1466;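 further: potency means the concentration at half of the fitted maximal effect; plate controls were uninhibited enzyme wells for no effect and no-enzyme background for full effect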
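Human alpha-glucosidase, 4 nM, pre-mixed with test compounds before 400 uM 4-methylumbelliferyl substrate; 20 min room temperature at pH 5.0. Fluorescence read after pH 10 stop; AC50 values from Hill-equation fits.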
Active calls of the source: *; ? = inconclusive; / = no result given; [ ] = another dose, or the depositor's remark. Unless noted, the call rests on the fitted dose curve; in most records, active means well fitted curve in the direction sought with a large enough effect; inconclusive means small, poorly fitted or top-dose-only effect, or another doubt; inactive means no such curve, though single readings can be large; an effect the other way counts as inactive or inconclusive.

SMILES	GAA glycogen mod	CBFb RUNX1 block	HTT ATP protect	HTT aggregate	aGlu spleen mod	Lamin A splicing	GAA inhib
CCC(=O)N1CCCc2cc(S(=O)(=O)N3CCN(c4ccccn4)CC3)ccc21	-10%	0%	14%	?	3%	?	0%
CCc1n(CC(O)COC2CCCCC2)c2ccccc2[n+]1C (centres undefined)	3%	8%	-9%[10 µM]	-7%[9.22 µM]	1%	27%[46 µM]	7%
CCN1CCN(C(=O)c2ccc3c(c2)S(=O)(=O)c2ccccc2C3=O)CC1	-4%	2%	-40%[inhibitor]	2%	-4%	-8%[46 µM]	1%
CSc1ccccc1C(=O)C1CCCN(Cc2c(C)n(C)n(-c3ccccc3)c2=O)C1 (centres undefined)	13%	9%	3%[10 µM]	?	-3%	/	?
CCC(=O)N(Cc1cc(=O)[nH]c2ccccc12)c1cccc(C)c1	-9%	-4%	-14%[0.074 µM]	7%	-7%	7%	-10%
CC(=O)Nc1nc(C)c(S(N)(=O)=O)s1	3%	4%	20%	-1%	-1%	1%	0%
CC1Oc2ccccc2N(CC(=O)NCc2ccc3c(c2)OCO3)C1=O (centres undefined)	14%	5%	-29%[10 µM]	5%[9.22 µM]	2%	/	13%
CCN(CC)CCn1c(NC(=O)c2ccc(C(F)(F)F)cc2)nc2ccccc21	1%	7%	-24%	4%	4%	1%[46 µM]	-10%
COc1cccc(/C(O)=C/c2nc3ccc(C(=O)NCCc4ccc(Cl)cc4)cc3[nH]c2=O)c1	-1%	-5%	-2%[10 µM]	-2%	-5%	-2%	-3%
CCN(CC)C(=O)CSc1nnc(COc2ccccc2)n1CC	4%	0%	3%	33%	-7%	-2%	-2%
O=[N+]([O-])c1ccc(NC2CCN(Cc3ccccc3)CC2)c([N+](=O)[O-])c1	-12%	-26%	-2%[10 µM]	-4%	0%	/	-1%
CCC(C(=O)NC1CCCC1)N(Cc1ccc2c(c1)OCO2)C(=O)c1snc(C(N)=O)c1N (centres undefined)	-1%	3%	-4%[10 µM]	2%	-5%	3%	0%
COc1ccc(-n2c(SC)nc(O)c(Cc3ccccc3)c2=O)cc1	-3%	-1%	-10%	3%	2%	-1%	-1%
Cc1cccc(NC(=O)c2sc3nc4c(c(-c5ccco5)c3c2N)CCC4)c1	0%	16%	-2%	-5%	-2%	?	-8%
COc1ccc(-c2cc3nc(-c4ccccc4)cc(N4CCC5(CC4)OCCO5)n3n2)cc1	-12%	16%	-15%	-11%	5%	?	?

Given field by field: two of the compounds above.
> CC1Oc2ccccc2N(CC(=O)NCc2ccc3c(c2)OCO3)C1=O (centres undefined)
- GAA glycogen mod: 14%
- CBFb RUNX1 block: 5%
- HTT ATP protect: -29%[10 µM]
- HTT aggregate: 5%[9.22 µM]
- aGlu spleen mod: 2%
- Lamin A splicing: /
- GAA inhib: 13%

> CCN(CC)CCn1c(NC(=O)c2ccc(C(F)(F)F)cc2)nc2ccccc21
- GAA glycogen mod: 1%
- CBFb RUNX1 block: 7%
- HTT ATP protect: -24%
- HTT aggregate: 4%
- aGlu spleen mod: 4%
- Lamin A splicing: 1%[46 µM]
- GAA inhib: -10%

Returning to the listing; the 2 compounds before the break are reprinted first.
SMILES	GAA glycogen mod	CBFb RUNX1 block	HTT ATP protect	HTT aggregate	aGlu spleen mod	Lamin A splicing	GAA inhib
Cc1cccc(NC(=O)c2sc3nc4c(c(-c5ccco5)c3c2N)CCC4)c1	0%	16%	-2%	-5%	-2%	?	-8%
COc1ccc(-c2cc3nc(-c4ccccc4)cc(N4CCC5(CC4)OCCO5)n3n2)cc1	-12%	16%	-15%	-11%	5%	?	?
Cc1cccc(Cn2nc(C)c(NC(=O)c3ccc(F)cc3)c2C)c1	-2%	2%	?	-2%	7%	-2%[9.22 µM]	-3%
COc1cc(N2C(=O)CSC23C(=O)Nc2ccccc23)cc(OC)c1OC (centres undefined)	15%	0%	-12%	17%	-3%	11%	9%
Cc1nn(-c2ccc(Cl)cc2)c(NC(=O)C(C)C)c(-c2ccccc2)c1=O	-1%	2%	5%[10 µM]	16%[9.22 µM]	5%	/	/
CCCOc1ccc(N2C(=O)CC(N3CCN(CCN=CC4=C(O)CC(C)(C)CC4=O)CC3)C2=O)cc1 (centres undefined)	28%	-2%	15%[10 µM]	-1%[9.22 µM]	7%	/	?
CCc1nc(SCc2ccccn2)c2c(=O)n(C)c(=O)n(C)c2n1	2%	0%	12%[10 µM]	-4%	-4%	1%	-9%
N/C(=N\OC(=O)c1cccc(Cl)c1)c1ccncc1	4%	10%	-2%[10 µM]	3%[9.22 µM]	6%	/	14%
COC(C(=O)N/N=C(\C)CC(=O)Nc1ccc(Cl)cc1C)c1ccccc1 (centres undefined)	-14%	3%	3%[10 µM]	13%[9.22 µM]	5%	5%[46 µM]	8%
O=[N+]([O-])c1cccc(-c2ccc(C(=S)N3CCN(c4ccc(F)cc4)CC3)o2)c1	-1%	15%	23%[0.074 µM]	14%	-9%	-5%	3%
CN(C)NC(=O)C12CCC(C)(C(=O)O1)C2(C)C (centres undefined)	-9%	2%	-26%	7%	-4%	-11%[9.22 µM]	-14%
O=C1c2ccccc2C(=O)N1CCCCSc1nnc2c(Cl)cc(Cl)cn12	-4%	1%	12%[10 µM]	-6%	-4%	-3%	-3%
Cc1occc1-c1nnc(SCC(=O)N2CCOCC2)o1	-2%	6%	31%[10 µM]	-18%	-2%	-5%	1%
O=C(NCc1ccco1)c1cccn2c(=O)c3c4c(sc3nc12)CCCC4	2%	0%	18%	-20%	-1%	-2%[0.0737 µM]	-2%
CC12CN3CC(C)(CN(C1)C3c1ccc([N+](=O)[O-])o1)C2 (centres undefined)	3%	-1%	6%[10 µM]	1%[9.22 µM]	5%	-23%[46 µM]	-5%[15.4 µM]
Cc1cccc(/C=N/NC(=O)NC23CC4CC(CC(C4)C2)C3)n1	8%	4%	-11%[10 µM]	7%[9.22 µM]	-3%	/	/
CCOC(=O)/C=C/C(=O)OCC(=O)Nc1ccc(Cl)cc1Cl	-5%	5%	9%[10 µM]	10%	-5%	-11%[46 µM]	-2%

Full records from above. Screens in order: GAA glycogen mod, CBFb RUNX1 block, HTT ATP protect, HTT aggregate, aGlu spleen mod, Lamin A splicing, GAA inhib
`CCN(CC)C(=O)CSc1nnc(COc2ccccc2)n1CC` in the list: 4%, 0%, 3%, 33%, -7%, -2%, -2%
`N/C(=N\OC(=O)c1cccc(Cl)c1)c1ccncc1` in the list: 4%, 10%, -2%[10 µM], 3%[9.22 µM], 6%, /, 14%

Part of the list above, reduced to HTT ATP protect.
smiles	HTT ATP protect
COc1ccc(-c2cc3nc(-c4ccccc4)cc(N4CCC5(CC4)OCCO5)n3n2)cc1	-15%
COc1ccc(-n2c(SC)nc(O)c(Cc3ccccc3)c2=O)cc1	-10%
CC(=O)Nc1nc(C)c(S(N)(=O)=O)s1	20%

Additional compounds
SMILES	GAA glycogen mod	CBFb RUNX1 block	HTT ATP protect	HTT aggregate	aGlu spleen mod	Lamin A splicing	GAA inhib
Cc1ccc(CCNc2ccccc2)c[n+]1[O-]	-11%	8%	-4%	-1%	0%	-2%	-4%
Cc1cc(/C=C2/NC(=O)NC2=O)c(C)n1C	?	-12%	-11%	-5%	-7%	/	-4%
CC(=O)c1ccc(N2CCN(C(=S)Nc3cccc(F)c3)CC2)cc1	-2%	4%	-13%	9%	-8%	1%	8%
CCOC(=O)c1ccc(NC=C2C(=O)OC3(CCCCC3)OC2=O)cc1	-13%	0%	10%	3%	9%	13%	-9%
CCn1c(CNC(=O)c2ccco2)nnc1SCC(=O)Nc1ccc(Br)cc1F	0%	7%	12%[1.9 µM]	4%	-2%	-2%	-3%
Cc1ccc(/C=N/N2CCN(Cc3ccc(C)cc3)CC2)cc1	-26%	0%	25%[10 µM]	22%[9.22 µM]	-3%	/	/
COc1ccc(NC(=O)Cc2c(Cl)cccc2Cl)cn1	6%	1%	?	-17%	0%	7%[46 µM]	5%
COC(=O)C(C)(C)NC(=O)c1cccs1	-5%	0%	8%	-3%	-7%	-6%	-3%
CCCCC1(C)OC(=O)C(=Cc2ccc(-c3ccc(Cl)c(C(=O)O)c3)o2)C(=O)O1 (centres undefined)	3%	?	8%[10 µM]	-6%[9.22 µM]	5%	/	/
Nc1nnnn1/N=C/c1cc([N+](=O)[O-])ccc1O	-11%	-4%	-7%[10 µM]	14%[9.22 µM]	-9%	/	/
CCOC(=O)C(=CNc1ccc2c(c1)c1ccccc1n2CC)C(=O)OCC	-4%	?	19%[10 µM]	17%[9.22 µM]	-24%	/	/
CCOC(=O)C1CCCN(c2oc(-c3ccc(F)cc3)nc2C#N)C1 (centres undefined)	-9%	-19%	6%[10 µM]	4%	-3%	-2%[46 µM]	3%
CCOc1ccc(N(CC(=O)NC(C)(C)C)C(=O)c2ccco2)cc1	7%	4%	-20%[10 µM]	0%	3%	3%	6%
N#Cc1c(N(CCO)CCO)nc(N)c2c(N)nc3c(c12)CC(=O)N3CC1CCCO1 (centres undefined)	?	-3%	4%[10 µM]	-1%[9.22 µM]	4%	/	/
O=C(CSCC(=O)c1ccccc1)Nc1ccccc1Cl	-5%	4%	-33%	24%	-7%	5%	-1%
S=c1nc2ccccc2c2nc(-c3ccccc3)[nH]n12	-24%	0%	-16%	?	-1%	8%	-10%
O=C(O)CSc1c2c(nc3cc(C(=O)N4CCOCC4)ccc13)CCCC2	-11%	-5%	-12%[0.074 µM]	10%	3%	13%[0.0737 µM]	13%
O=C(Nc1ccc2c(c1)C(=O)OC2)Nc1cccc2ccccc12	-1%	-3%	-68%[inhibitor]	12%	-3%	?	4%
